Screening data (PubChem)
UHRF1 MBD2 ctr – human UHRF1 methylated DNA binding inhibitors; UHRF1 binding to methylated oligo, TR-FRET; inhibition, % at 4.4 µM; Q96T88; 370,000 compounds, 0.75% hits; AID 687016; in the data active means inhibition above about 21%;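 further: UHRF1 SRA domain binding a hemimethylated CpG hairpin DNA probe; 0% = median of test compound wells and 100% = reference inhibitor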
HGIII-sPLA2 inh – Inhibits HGIII-sPLA2 liposome hydrolysis, primary screen; QFRET BODIPY PC-A2 liposome hydrolysis, fluorescence; Q9NZ20; inhibition, % at 12.2 µM; 370,000 compounds, 0.56% hits;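 active means inhibition above mean plus 3 SD of compounds lying within the high and low control bounds, cut at about 19% in these data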;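 further: 0% = median of test compound wells and 100% = no enzyme DMSO wells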
PLC-beta3 inh – blocks human PLC-beta3 enzyme activity. 370,000 compounds, 0.18% hits. AID 720704. Purified PLC-beta3, fluorogenic substrate, fluorescence. inhibition, % at 12.2 µM; in the data active means inhibition above about 11%;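 further: 0% = median of compound wells on plate and 100% = full blocker control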
Tn6 DDE FP – inhibitors of Tn6 peptide binding to human fibrin DD(E); P02675; Fibrin DD(E) TRITC-Tn6 fluorescence polarization displacement; inhibition, % at 8.3 µM; 370,000 compounds, 0.21% hits; AID 720509;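 active means inhibition above a per-campaign cutoff: mean of compounds within control limits plus 3 SD, cut at about 15% in these data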;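 further: 0% = median of all compound wells on the plate and 100% = blocking peptide control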
ARFGAP1 inh – inhibitors of rat ARFGAP1; Q62848; Arfgap1-stimulated ARF1 GTP hydrolysis, GDP FP detection; inhibition, % at 16.5 µM; 360,000 compounds, 0.26% hits; AID 651572;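 active means inhibition above a per-plate limit, mean inhibition of low control wells plus 3 SD, cut at about 25% in these data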;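 further: 0% = DMSO wells with enzyme and 100% = wells lacking Arfgap1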
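Material: truncated rat Arfgap1 GAP domain; Incubation: compound-enzyme preincubation 20 min, reaction 120 min, detection 60 min, 25 °C; Read-out: percent inhibition of Arfgap1-stimulated GTP hydrolysis; Technique: FP, GDP Alexa 633 tracer displaced from anti-GDP antibody, 620/688 nm; Controls: No-Arfgap1 wells (100%) versus DMSO full-reaction wells (0%); Replication: single well per compound.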
PLC-gamma1 inh – blocks human PLC-gamma1 enzyme activity | purified PLC-gamma1, fluorogenic substrate, fluorescence | P19174 | inhibition, % at 12.2 µM | AID 720700 | 370,000 compounds, 0.84% hits; in the data active means inhibition above about 9.5%
Target sequence (P19174 whole entry, looked up): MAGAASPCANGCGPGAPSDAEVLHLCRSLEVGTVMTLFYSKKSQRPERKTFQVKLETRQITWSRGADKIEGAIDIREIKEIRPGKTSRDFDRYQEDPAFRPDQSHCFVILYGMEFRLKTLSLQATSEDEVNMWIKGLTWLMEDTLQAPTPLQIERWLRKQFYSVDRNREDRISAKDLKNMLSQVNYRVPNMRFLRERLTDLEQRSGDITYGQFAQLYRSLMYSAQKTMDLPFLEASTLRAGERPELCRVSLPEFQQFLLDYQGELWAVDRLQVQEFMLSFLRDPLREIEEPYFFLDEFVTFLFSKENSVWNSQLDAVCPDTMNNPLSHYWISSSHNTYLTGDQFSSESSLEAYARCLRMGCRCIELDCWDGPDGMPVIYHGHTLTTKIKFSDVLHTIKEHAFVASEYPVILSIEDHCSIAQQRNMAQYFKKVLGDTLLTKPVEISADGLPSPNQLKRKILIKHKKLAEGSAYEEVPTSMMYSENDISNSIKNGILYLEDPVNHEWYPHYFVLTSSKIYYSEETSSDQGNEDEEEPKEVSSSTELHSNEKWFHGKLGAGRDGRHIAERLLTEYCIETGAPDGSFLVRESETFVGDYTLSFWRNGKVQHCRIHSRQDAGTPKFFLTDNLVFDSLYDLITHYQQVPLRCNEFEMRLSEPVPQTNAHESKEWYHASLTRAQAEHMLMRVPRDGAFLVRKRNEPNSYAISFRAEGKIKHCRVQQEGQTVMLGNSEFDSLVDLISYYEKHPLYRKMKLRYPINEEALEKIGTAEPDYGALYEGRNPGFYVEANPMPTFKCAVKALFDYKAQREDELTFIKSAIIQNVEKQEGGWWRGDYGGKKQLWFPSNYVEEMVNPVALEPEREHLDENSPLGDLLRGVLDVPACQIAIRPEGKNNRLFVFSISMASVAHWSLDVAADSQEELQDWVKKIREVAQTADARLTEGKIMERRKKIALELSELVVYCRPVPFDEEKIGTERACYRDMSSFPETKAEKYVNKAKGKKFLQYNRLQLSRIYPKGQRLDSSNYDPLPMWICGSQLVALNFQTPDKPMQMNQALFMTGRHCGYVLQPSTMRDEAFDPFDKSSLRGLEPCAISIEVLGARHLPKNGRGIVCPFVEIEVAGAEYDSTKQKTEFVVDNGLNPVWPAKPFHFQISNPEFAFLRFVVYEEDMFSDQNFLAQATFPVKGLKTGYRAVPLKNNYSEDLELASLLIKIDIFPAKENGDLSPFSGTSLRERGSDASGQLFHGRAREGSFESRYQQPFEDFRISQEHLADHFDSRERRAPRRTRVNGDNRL
NR1D1 modulator – modulates human Rev-erb alpha binding to DNA; activity, % at 10 µM; 370,000 compounds, 0.79% hits; Rev-erbα–FITC-DNA binding, fluorescence polarization, 90 min;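 active means activity above about 14%, limit read from the data; passing the limit was not always enough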;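 further: 0% = DMSO wells with 35 nM protein and 100% = DMSO wells with 750 nM protein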
Tn7 DDE FP – disrupts Tn7 cyclic peptide binding to fibrin D-Dimer-E complex; AID 720508; P02675; inhibition, % at 8.3 µM; 370,000 compounds, 0.13% hits; FP displacement of FITC-Tn7 peptide from fibrin DD(E); 0% = median of compound wells per plate;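 active means inhibition above the mean of compounds falling within the control limits plus 3 SD of them, cut at about 14% in these data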;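 further: 0% = plate median of compound wells and 100% = 10 µM Aha-Tn7 peptide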
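assay system = human clot-derived fibrin DD(E) complex | quantity = Fibrin-DD(E) at 2 µM final | timing = 10 min preincubation, 3 h with tracer, room temperature | signal = fluorescence polarization | measure = percent inhibition | benchmarks = high control wells with 10 µM unlabelled Aha-Tn7 peptide (full inhibition) | replicates = singlicate testing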
proKLK7 act – activates the human kallikrein-7 zymogen; P49862; purified proKLK7, EDANS-DABCYL substrate fluorescence; 100% is mature enzyme control, 0% vehicle; activation, % at 7 µM; 370,000 compounds, 0.9% hits; AID 652039;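 active means activation above the mean of all tested compounds plus 3 SD, computed per campaign excluding outliers beyond control limits, cut at about 13% in these data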
ASAP1 GAP inh – ASAP1 ArfGAP inhibition; Q9ULH1; ASAP1-stimulated ARF1 GTP hydrolysis, GDP FP detection; inhibition, % at 16.5 µM; 360,000 compounds, 0.19% hits; AID 624377; in the data active means inhibition above about 25%;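 further: 0% = vehicle with enzyme and substrate and 100% = no enzyme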
The depositor's hits bear a star; nt = not tested or not shown; & = joins results of further samples.

PLC-gamma1 inh	HGIII-sPLA2 inh	NR1D1 modulator	proKLK7 act	ARFGAP1 inh	Tn7 DDE FP	UHRF1 MBD2 ctr	Tn6 DDE FP	ASAP1 GAP inh	PLC-beta3 inh	structure
2	0	-6	0.1	-8	-4	3	-9	0	-1	Cc1ccc(/C=C2/SC(=Nc3ccc(F)cc3)NC2=O)s1
3	-4	4	0.3	1	0	-4	-8	3	2	COc1ccc(CC(=O)NCc2nnc(SCC(=O)Nc3ccccc3)n2C)cc1
1	-18	1	0.1	0	-4	4	4	6	-8	CC(=O)N1CC(=O)N=C1SCC(=O)Nc1nc(C)c(-c2ccccc2)s1
1	2	7	0.4	2	-2	-1	-7	5	0	CCn1c(=S)sc2c(=O)[nH]c(C)nc21
1	-14	-4	-0.1	2	1	-4	-1	-5	1	CCOC(=O)C/C(C)=N/NC(=O)CN(c1ccc(Br)cc1)S(=O)(=O)c1ccccc1
-1	-15	-3	0.2	10	3	1	5	-5	1	Cc1cc(O)c(C(C)C)cc1NS(=O)(=O)c1ccccc1
-1	10	-2	0.5	5	7	0	5	12	-9	O=C(COc1ccccc1)N1CCN=C1SCc1cccc(F)c1
3	4	-3	0.1	8	-5	-1	0	-1	6	CCOC(=O)c1cc2sc(C)cc2n1CC(=O)N1CCOCC1
-1	-5	-7	0.1	-4	0	-5	11	10	2	Cc1ccc(Cl)cc1NC(=O)COC(=O)C1CC1
4	12	6	0.3	-4	4	3	-8	1	-1	COC(=O)c1cccnc1NC(=S)NC(C)C
3	-1	8	0.0	7	-4	-1	4	-1	3	CCCS(=O)(=O)c1nc(S(=O)(=O)c2ccc(C)cc2)c(NCc2ccccn2)s1
0	-4	-2	0.2	-2	-8	1	-1	-2	-2	CN(CC(=O)Nc1cccc(F)c1)C(=O)CCSc1ccc(F)cc1
0	4	4	-0.7	-11	-1	9	-3	9	-2	COc1ccc(CCNS(=O)(=O)c2ccc3c(c2)CCN3C(=O)CCC(=O)O)cc1OC
-2	16	-3	-0.3	-1	-3	3	-6	-2	-1	Cc1cc(C(=O)COC(=O)c2ccc[nH]c2=O)c(C)n1C
2	-13	-2	0.3	7	3	-3	-4	4	2	COc1ccc(N2CC(C(=O)N/N=C/c3c[nH]c4ccccc34)CC2=O)cc1 (stereo unspecified)
0	-11	1	0.4	5	-2	1	1	-1	-7	COc1cc(C(=O)NC(C)c2ccc3ccccc3c2)cc(Cl)c1O (stereo unspecified)
3	-2	3	0.1	-2	-2	0	10	16	1	COc1ccccc1N1CC(C(=O)Nc2ccccc2N2CCCC2)CC1=O (stereo unspecified)
-2	0	3	-1.1	0	-4	1	-5	0	-4	COCC(C)N=C1SCCN1Cc1ccccc1 (stereo unspecified)
-3	0	-4	-0.3	13	-9	0	-13	-10	-7	CC(C)(C)CC(=O)Nc1cc(S(=O)(=O)N2CCOCC2)ccc1N1CCCC1
-3	11	-5	-0.1	-2	5	-2	10	-11	-8	O=C(CCc1ccccc1)NNC(=S)NCCc1ccccc1
-5	8	6	-0.5	6	1	4	1	-4	-10	C=CCN1C(=O)c2ccc(C(=O)NCCOc3ccccc3F)cc2C1=O
1	-2	-2	0.2	-13	3	-13	8	-3	-5	COc1cc(C2C3=C(CC(C)(C)CC3=O)NC3=C2C(=O)c2ccccc23)ccc1O (stereo unspecified)
-2	-4	-9	0.4	3	2	9	4	-6	-5	Cn1nc(NC(=O)C(C)(C)C)c2c(F)cccc21
4	0	24*	-0.2	5	1	-2	-6	-10	-6	Cc1ccc(S(=O)(=O)N2CCN(c3ncnc4scc(-c5ccc(F)cc5)c34)CC2)cc1
-1	5	-1	0.0	-3	6	-5	15	1	1	CC(C)(C)Nc1nc(Oc2ccc(=O)[nH]n2)nc(N2CCOCC2)n1
-6	10	-7	0.3	7	-4	16	6	-5	-13	Cc1cc(=O)oc2cc(OC(C)C(=O)NCc3ccccn3)ccc12 (stereo unspecified)
0	-13	-4	0.5	1	-10	-1	-4	14	-6	COc1ccc(CCC(=O)Nc2ccc(Cl)c(S(=O)(=O)N3CCCC3)c2)cc1
-136	-17	3	0.9	0	1	0	-4	-3	-154	O=C(Nc1sc2c(c1C(=O)O)CCCC2)c1ccc(Cl)cc1
-5	2	-2	-0.6	-1	1	-2	-4	-20	-13	CCn1c(=O)c(=O)[nH]c2c(=O)oc3ccc(S(=O)(=O)Nc4ccccc4)cc3c21
-1	7	5	0.0	-11	1	-1	-1	11	-6	CC(C)CC(=O)N1CC(=O)Nc2ccc(F)cc2C1c1ccccc1 (stereo unspecified)
-1	9	1	-0.3	5	0	3	-2	9	-8	NNc1ccc(Cl)c(C(=O)O)c1
6	8	1	0.2	-3	-5	0	-6	9	4	CCCCNC(=O)COC(=O)CCC(=O)c1ccc(F)cc1
-5	-3	-2	-0.5	-3	-6	1	5	6	2	CSCCC1NC2(C(=O)Nc3c2ccc(Cl)c3C)[C@@H]2C(=O)N(C3CCCC3)C(=O)[C@H]12 (stereo partly specified)
0	-10	-3	0.2	9	-9	-1	4	-6	1	O=C(NCc1ccco1)C(Cc1ccccc1)N1C(=O)c2ccccc2C1=O (stereo unspecified)
-1	-17	6	0.0	-3	3	0	1	-12	-4	COC(=O)c1cc(C(=O)CSc2nc(C)cc(C)n2)ccc1O
4	5	3	-0.1	nt	-8	3	2	nt	0	O=C(Nc1ccc(F)cc1)OCCN1C(=O)CCC12CCC(c1ccc(Cl)cc1)CC2 (stereo unspecified)
-1	-10	20	0.2	10	6	-2	-10	1	-3	O=C(Cn1c(=O)oc2cc(S(=O)(=O)N3CCCC3)ccc21)Nc1cccc(C(F)(F)F)c1
0	-5	-5	0.5	15	1	-1	1	-1	-8	C#CCN(C(=O)c1cc(COc2ccc(C)c(C)c2)on1)C1CCCCC1
-4	-9	-1	0.1	0	-1	2	5	8	0	O=C(COC(=O)c1ccccc1OCc1ccc(Cl)cc1)NC1CC1
-2	2	0	0.0	-4	5	1	4	2	-2	Cc1sc2ncn(CC(=O)NCCCOC(C)C)c(=O)c2c1S(=O)(=O)N1CCN(c2ncccn2)CC1
0	2	7	0.0	6	-9	-1	0	-3	-8	Oc1ccc[n+](CCCCC[n+]2cccc(O)c2)c1
-18	7	-9	-2.1	-5	-5	-3	0	-3	-19	O=c1c2c(nc3c(-c4ccc(Cl)cc4)c[nH]n13)CCCC2
-1	-1	-3	-0.5	-1	1	2	13	-11	4	CC(=O)N1CCN(CC(=O)Nc2ccc(Cl)c(S(=O)(=O)N(C)C)c2)CC1
5	-1	1	0.0	12	-10	2	-4	-1	4	NC12CCc3c(no[n+]3[O-])C1(O)CC(c1ccccc1)=[N+]2[O-] (stereo unspecified)
-20	-30	3	-0.1	-9	8	-4	-1	-7	-17	O=C(/C=C/c1ccccc1)C1C(=O)c2ccccc2C1=O
1&3	-1&-2	0&1	-0.2&0.6	1&3	3&-8	-2&-1	-4&-2	-4&0	2&2	CCOC(=O)N1CCN(CCC(=O)Nc2cccc(Br)c2)CC1
5	3	-7	0.0	14	-3	-4	2	2	6	COCC(=O)Nc1cccc(Br)c1
0	3	5	-0.2	0	4	-4	-3	-8	1	COc1ccc(N=c2sc3ccccc3n2C)cc1
-4	-6	2	0.3	-7	2	-1	6	-1	-5	CN1CCc2c(n(CC(O)CN3C(=O)c4ccccc4S3(=O)=O)c3ccccc23)C1=O (stereo unspecified)
-2	-4	4	0.0	2	2	0	-4	7	-1	CCOc1ccccc1C1C(C(=O)Nc2ccccc2OC)=C(C)Nc2nnnn21 (stereo unspecified)
-5	-4	1	18*	-10	1	-2	11	-15	-8	COc1ccccc1-c1nnc(N(C)C(=O)C2CCCO2)s1 (stereo unspecified)
0	-7	4	0.3	2	1	-1	-2	-7	3	O=C(CSc1nccc(=O)[nH]1)Nc1ccc(S(=O)(=O)N2CCOCC2)cc1
-2	8	-12	0.4	-3	-2	2	5	-6	-1	S=c1[nH]nc(-c2cc(-c3ccccc3)n[nH]2)n1/N=C/c1ccc(Cl)c(Cl)c1
1	-7	8	0.1	-4	-4	1	3	0	-3	CCc1ccc(C2=CSC3=NCCN23)cc1
-3	-6	-10	0.7	6	-5	0	-10	6	-7	O=C(CN1CCC(c2nc3ccccc3s2)CC1)NCc1cccs1
-1	4	4	0.3	3	3	2	-4	-17	2	CCCCNC(=O)C1(C)CCCCN1C(=O)c1oc2ccccc2c1C (stereo unspecified)
0	7	-2	-0.2	-2	4	2	0	1	2	C=CCN1CN(Cc2ccco2)CNC1=S
